RTF Ca sens act = cardiac RTF calcium sensitivity activators, primary screen, biochemical, IANBD-TnC fluorescence, EC20 calcium; 0.24% of 340,000 active; IANBD-labeled TnC RTF fluorescence at EC20 calcium; 0% EC20 calcium, 100% full calcium; Troponin I, cardiac muscle (Homo sapiens) + Troponin T, cardiac muscle (Homo sapiens) + …; activation, % at 7.2 µM; AID 493008, 2010;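 active means activation above the mean over all tested compounds plus 3 SD, cut at about 30% in these data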;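 further: rise in fluorescence read as greater calcium sensitivity of cardiac thin filaments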
HTR5A inv ctr = HTR5A inverse agonists in luminescence cell assay, primary screen, counter-screen for OPRM1-OPRD1 heterodimer inverse agonist project, full-deck HTS. 5-hydroxytryptamine receptor 5A (Homo sapiens), P47898. HTR5A cell line, inverse agonism. inhibition, % at 9.3 µM. 0.083% of 340,000 active. AID 504634, 2011; in the data active means inhibition mostly above about 23%, no sharp cut-off; inactive means mostly below about 18%;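 further: 0% = cells with DMSO and 100% = no-cell wells with DMSO; some compounds called inactive have numbers as strong as hits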
Target sequence (P47898 whole entry, looked up): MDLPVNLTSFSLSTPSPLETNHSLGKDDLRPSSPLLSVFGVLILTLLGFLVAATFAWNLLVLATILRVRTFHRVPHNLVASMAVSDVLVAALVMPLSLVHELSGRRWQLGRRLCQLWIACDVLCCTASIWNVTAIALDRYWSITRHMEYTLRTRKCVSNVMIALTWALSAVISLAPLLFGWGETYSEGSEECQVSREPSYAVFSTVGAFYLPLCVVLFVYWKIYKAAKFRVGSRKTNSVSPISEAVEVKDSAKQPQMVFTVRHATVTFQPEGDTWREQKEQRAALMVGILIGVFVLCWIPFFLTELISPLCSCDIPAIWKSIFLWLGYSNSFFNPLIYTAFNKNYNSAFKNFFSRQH
C-LANA FP = inhibitors of KSHV C-LANA binding to DNA, primary screen, biochemical, fluorescence polarization, FAM-LBS DNA, MBP-C-LANA, single point; Kaposi's sarcoma herpesvirus LANA C-terminal domain (residues 932-1162) DNA binding; inhibition, % at 9 µM; 0.078% of 340,000 active; AID 504423, 2011;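 active means highest replicate inhibition at or above 60% at 9 µM, even if other replicates fall short; inactive means all replicates below 60% inhibition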;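 further: 0% = neutral control wells and 100% = 4 µM acridine orange control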
Keap1 Nrf2 FP = Keap1-Nrf2 protein-protein interaction inhibitors, primary screen, biochemical, fluorescence polarization, single point; 0.15% of 340,000 active; AID 504523, 2011; Keap1 Kelch-Nrf2 peptide fluorescence polarization, 1536-well; inhibition, % at 9.4 µM; in the data active means inhibition above about 12%;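 further: human Keap1 Kelch domain with fluorescein labeled Nrf2 9mer peptide probe; 0% = neutral control wells and 100% = peptide positive control; higher means more block of Keap1 binding to Nrf2 peptide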
Target sequence (Q14145 whole entry, looked up, the tested form may be a part): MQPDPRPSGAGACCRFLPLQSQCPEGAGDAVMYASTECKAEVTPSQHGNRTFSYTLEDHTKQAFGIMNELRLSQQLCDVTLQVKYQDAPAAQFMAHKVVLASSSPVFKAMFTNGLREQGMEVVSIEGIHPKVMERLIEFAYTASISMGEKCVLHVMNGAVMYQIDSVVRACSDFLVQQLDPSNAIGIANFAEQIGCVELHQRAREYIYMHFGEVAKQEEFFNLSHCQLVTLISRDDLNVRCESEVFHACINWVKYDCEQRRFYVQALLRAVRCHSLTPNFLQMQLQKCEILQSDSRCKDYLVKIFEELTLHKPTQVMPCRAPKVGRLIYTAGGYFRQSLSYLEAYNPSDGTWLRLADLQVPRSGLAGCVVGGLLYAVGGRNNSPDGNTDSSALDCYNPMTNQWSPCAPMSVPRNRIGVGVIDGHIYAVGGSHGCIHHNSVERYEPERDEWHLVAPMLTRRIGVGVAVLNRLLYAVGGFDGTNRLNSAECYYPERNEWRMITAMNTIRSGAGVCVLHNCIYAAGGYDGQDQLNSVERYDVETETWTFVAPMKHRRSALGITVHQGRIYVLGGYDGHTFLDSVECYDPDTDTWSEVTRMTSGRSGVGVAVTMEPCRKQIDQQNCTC
HTR5A ag = HTR5A agonists in luminescence cell assay, primary screen, counter-screen for OPRM1-OPRD1 heterodimer agonist project, full-deck HTS | 5-hydroxytryptamine receptor 5A (Homo sapiens), P47898 | cell-based | activation, % at 9.3 µM | 0.61% of 340,000 active | AID 504692, 2011; in the data active means activation mostly above about 9.5%, no sharp cut-off; inactive means mostly below about 7.6%;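 further: 0% = cells with vehicle only and 100% = reference agonist; strong numbers were not always called active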
Cardiac RTF inh = cardiac RTF calcium sensitivity inhibitors, primary screen, biochemical, IANBD-TnC fluorescence, EC70 calcium; Troponin I, cardiac muscle (Homo sapiens) + Troponin T, cardiac muscle (Homo sapiens) + …; IANBD-labeled cardiac RTF, Ca2+ fluorescence; inhibition, % at 7.15 µM; 0.12% of 340,000 active; AID 493244, 2011;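 active means inhibition above the mean inhibition of all tested compounds plus 3 SD, cut at about 17% in these data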;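 further: assay run at fixed EC70 calcium of 1.6 mM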
V-ATPase pHluor = regulators of yeast V-ATPase proton pumping, primary screen, pHLuorin cytosolic pH fluorescence. S. cerevisiae. response, % at 10 µM. 0.37% of 350,000 active; in the data active means response mostly above about 7.3%, no sharp cut-off; inactive means mostly below about 5.4%; further: actives read high; inactives centre near 0; some compounds called inactive have numbers as strong as hits; reference of the scale not given here
CAL-PDZ inh HTS = untagged CAL PDZ binding inhibitors, primary screen, biochemical, fluorescence polarization, HTS; AID 602252, 2012; 0.92% of 300,000 active; purified CAL PDZ, TMR-peptide fluorescence polarization, 1 h; inhibition, % at 24.9 µM;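 active means mean inhibition of at least 30% with at least half of replicates also reaching 30%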;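 further: 0% = DMSO neutral control and 100% = excess unlabeled competitor peptide PRC23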
MOR-DOR ag = agonists of OPRM1-OPRD1 heterodimerization, primary screen, cell-based, luminescence; Mu-type opioid receptor (Homo sapiens) + Delta-type opioid receptor (Homo sapiens), …; 0.3% of 340,000 active; cells; activation, % at 9.3 µM; AID 504326, 2011; in the data active means activation above about 18%;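 further: 0% = vehicle-treated cells and 100% = reference agonist; values of inactives mirror those of a sister screen read the other way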
OPRM1-OPRD1 inv = inverse agonists of MOR-DOR heterodimerization, primary screen, cell-based, luminescence | 0.21% of 340,000 active | cell-based MOR-DOR heterodimer luminescence, inverse agonism | inhibition, % at 9.3 µM; in the data active means inhibition above about 22%, passing the limit was not always enough;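 further: 0% = cells with DMSO and 100% = wells without cells with DMSO; values of inactives mirror those of a sister screen read the other way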
Starred values were filed as active, the others as inactive; i = inactive; nt = no result given.

SMILES	HTR5A ag	RTF Ca sens act	MOR-DOR ag	C-LANA FP	V-ATPase pHluor	Keap1 Nrf2 FP	Cardiac RTF inh	OPRM1-OPRD1 inv	CAL-PDZ inh HTS	HTR5A inv ctr
C=CCn1cccc(C(=O)Nc2ccc(OC)c(OC)c2)c1=O	nt	nt	nt	0.1	0.1	3.3	nt	nt	3.4	nt
Cc1c(-c2ccccc2)cnc2c(C)cccc12	-2.6	-0.7	0.1	-0.2	-0.8	4.4	-0.7	-0.7	nt	-22.4
Cc1cc(NC(=O)CN2CCc3ccccc3C2)nc2c1c(=O)oc1ccccc12	-3.1	-1.7	517.6*	1.3	0.7	-3.7	-12.6	i	nt	8.0
Cc1n[nH]c(=O)c2c(NC(=O)CSc3ccccc3F)oc(C)c12	-5.0	-3.4	-2.2	-1.0	4.8	2.6	-0.4	11.4	-0.2	12.3
COc1ccc(-n2nnnc2/C=C\Nc2ccc(C)cc2)cc1	-1.9	1.9	-1.2	0.7	4.2	-6.9	3.5	6.1	nt	10.7
O=S(=O)(c1ccc2nc(COc3ccccc3)[nH]c2c1)N1CCOCC1	-3.4	0.1	0.6	-0.7	2.3	-1.6	-8.8	-3.1	-1.1	14.2
O=C(CCCCCN1C(=O)c2ccccc2C1=O)Nc1ccccc1	-2.5	1.2	-0.2	0.1	2.8	-3.2	18.5*	1.5	-5.7	5.8
O=S(=O)(c1ccccc1)c1cnc(-c2cccnc2)nc1-c1ccccc1	-1.5	2.7	0.9	0.5	-3.7	4.0	-10.5	-4.6	5.3	3.8
Cc1cc(C)c(OCC(=O)OC(C)C(=O)NC2CC2)c(C)c1 (stereo not drawn)	0.3	-2.6	-2.6	-0.1	0.0	0.5	1.9	13.9	-4.0	24.0
CN(C)NC(=S)Nc1cccc(C(F)(F)F)c1	2.5	8.4	-3.0	0.4	0.5	-1.5	-6.0	14.6	-9.9	-24.6
O=C(N=Nc1c(O)[nH]c2ccccc12)c1cccs1	1.6	-7.0	-1.9	0.2	-0.6	2.8	-3.8	12.9	-1.0	9.8
CCc1cc(C)c(O)c(CC)n1	-1.0	1.2	-1.3	-0.8	6.7	-0.8	-16.5	7.1	-1.6	2.9
CCOC(=O)N1CCN(C(=O)c2ccccc2SCC(=O)NCC2CCCCC2)CC1	-8.1	-4.6	0.2	0.1	-0.3	-2.4	-3.3	-1.4	nt	21.2
COc1ccc(OC)c2[nH]c(=O)c(CCNC(=O)C3CCCCC3)cc12	3.9	-2.2	-2.8	-7.5	9.0	-1.8	6.1	11.8	-3.9	-9.2
O=C(Cn1cnc2scc(-c3cccc([N+](=O)[O-])c3)c2c1=O)NCc1ccco1	1.2	-7.5	-1.4	-0.5	-7.2	4.0	6.4	8.9	7.5	-3.0
CCOC(=O)c1[nH]c2ccccc2c1NC(C)=O	2.7	3.9	-1.4	0.7	2.6	3.5	0.2	8.0	nt	-8.0
O=C(Cc1ccccc1)NN1C(=O)/C(=C/c2ccccc2C(=O)O)SC1=S	-2.5	-8.3	0.0	0.5	-2.5	-0.4	0.8	0.1	3.8	6.7
COc1ccc(OC)c(CCNC(=O)CCc2nnc3ccc(N4CCCC4)nn23)c1	-2.6	0.5	-0.1	0.5	-1.1	-4.0	-6.2	0.6	4.3	-4.3
CC(C)N(C(=O)CN1CCN(S(=O)(=O)c2ccc(Br)s2)CC1)C(C)C	4.3	2.0	-2.4	-0.2	-7.3	-6.2	-2.6	9.0	-1.5	-10.2
Cc1ccsc1C(=O)NNC(=S)NCC(C)C	0.1	3.3	2.1	-0.1	0.0	-6.0	4.8	-11.1	-3.1	-64.1
O=S(=O)(c1ccc(F)c(Cl)c1)N1CCN(C/C=C/c2ccccc2)CC1	-1.7	-0.8	1.6	3.1	-1.0	-5.8	-5.6	-6.8	14.2	4.2
Cc1ccc(Nc2nc(N)nc(CSc3ncccn3)n2)cc1	-0.8	-0.9	-1.4	-2.2	-1.0	-0.7	-10.9	7.2	-1.3	-9.7
CC(/C=N/n1c(COc2ccccc2)n[nH]c1=S)=C\c1ccccc1	-2.7	-0.9	11.7	2.7	-1.1	0.9	-4.8	-50.9	1.1	7.4
COc1cccc(NC(=O)COC(=O)c2nc3nccc(C)n3n2)c1	0.4	4.2	-1.4	0.1	-1.3	0.5	-2.0	7.5	nt	-18.0
CN1CCN(S(=O)(=O)c2ccc3c(c2)NC(=O)CS3)CC1	-0.7	5.2	0.3	1.3	0.8	2.6	-0.1	-1.7	3.1	2.7
COc1ccc(OC)c(/C(C)=N\NC(=O)c2cc3cc(Cl)ccc3n2C)c1	1.0	4.6	1.9	-2.2	-6.1	1.5	0.6	-10.7	-4.6	18.5
CC(=O)NC1C2CN3CCN(C2)CC1(Cc1ccccc1)C3 (stereo not drawn)	0.8	0.2	-1.5	2.7	-0.5	-1.6	-19.6	7.8	-0.6	-1.4
Cc1ccccc1Oc1ccc(S(=O)(=O)NCCC(=O)O)cc1	6.1	1.4	-0.1	0.1	0.7	-2.2	-7.8	0.7	-4.5	-15.8
CC(C)(CSc1ncccn1)NS(=O)(=O)c1ccccc1	0.1	4.7	-0.4	-0.8	2.7	-0.3	0.6	2.2	-0.4	7.8
CC(C)CCNC(=O)NC(=O)CSc1ccc(S(=O)(=O)N2CCOCC2)cn1	5.7	1.3	0.4	-1.5	1.7	2.2	12.0	-1.7	-6.3	-15.9

Among those listed so far, two have a furan ring, fused or not.
SMILES	HTR5A ag	RTF Ca sens act	MOR-DOR ag	C-LANA FP	V-ATPase pHluor	Keap1 Nrf2 FP	Cardiac RTF inh	OPRM1-OPRD1 inv	CAL-PDZ inh HTS	HTR5A inv ctr
Cc1n[nH]c(=O)c2c(NC(=O)CSc3ccccc3F)oc(C)c12	-5.0	-3.4	-2.2	-1.0	4.8	2.6	-0.4	11.4	-0.2	12.3
O=C(Cn1cnc2scc(-c3cccc([N+](=O)[O-])c3)c2c1=O)NCc1ccco1	1.2	-7.5	-1.4	-0.5	-7.2	4.0	6.4	8.9	7.5	-3.0

Next part
SMILES	HTR5A ag	RTF Ca sens act	MOR-DOR ag	C-LANA FP	V-ATPase pHluor	Keap1 Nrf2 FP	Cardiac RTF inh	OPRM1-OPRD1 inv	CAL-PDZ inh HTS	HTR5A inv ctr
N/C(=N\c1nc2c(c(=O)[nH]1)CCC2)Nc1ccccc1	-0.4	-0.4	-1.2	-0.2	-1.2	-3.4	1.4	7.8	-0.9	-27.6
COc1cc(C(=O)NCc2ccc(C)cc2)ccc1OCc1c(C)noc1C	5.0	-1.2	-3.0	0.9	-0.2	-7.9	0.2	16.7	-1.1	-12.7
O=C1CC(N2CCOCC2)C(=O)N1c1ccccc1Cl (stereo not drawn)	-2.9	4.0	-2.4	1.1	5.2	-1.8	1.7	11.8	-4.7	4.1
COc1ccc(N2CCN(C(=O)C3CCN(S(=O)(=O)c4ccc(C)cc4)CC3)CC2)cc1	-4.8	0.1	-1.8	1.3	7.6	-3.9	7.9	8.9	8.8	12.2
CCCC(c1nnnn1CCOC)N1CCN(c2nc3ccccc3s2)CC1 (stereo not drawn)	-0.5	0.3	-1.9	-1.6	-1.2	2.1	-2.3	10.6	-1.8	1.3
CCOc1cc(S(=O)(=O)Nc2ccc(Cl)cn2)ccc1F	0.5	-1.1	-1.2	-0.1	2.6	1.4	0.7	4.9	7.1	-1.2
CCCC(=O)NC(c1ccc(C)cc1)c1ccc2cccnc2c1O (stereo not drawn)	-1.9	-2.1	-1.1	-0.4	1.3	2.9	-8.6	5.7	-0.1	7.0
O=C(Nc1cccc(C(=O)Nc2ccc(F)cc2F)c1)c1ccccc1	-2.8	0.6	4.0	-0.4	-0.2	1.3	-5.8	-20.5	0.7	7.7
COCCSc1ccccc1C(=O)NCc1ccc2c(c1)OCO2	1.3	-3.3	-1.4	-0.6	2.3	1.2	-1.8	7.5	0.5	2.1
CCOC(=O)c1c(-c2ccc(C)cc2)csc1NC(=O)c1ccc(N2C(=O)CCC2=O)cc1	-0.9	-0.6	-2.1	-0.5	-0.8	6.1	4.5	11.1	-2.2	3.1
CO/N=C/c1ccc(Oc2ccc(C)cc2)c([N+](=O)[O-])c1	-1.6	1.9	3.4	-1.1	-3.0	-5.1	-5.0	-17.1	-1.6	4.3
CC(C)C[C@@H](CNCC(=O)[C@H](Cc1ccccc1)NC(=O)c1[nH]cnc1C(=O)N[C@@H](C)CN)NC(=O)c1nc[nH]c1C(=O)N[C@@H](C)C(=O)O	-0.8	-5.7	-2.2	0.5	0.6	-1.8	-0.4	10.1	-1.2	2.9
COc1cccc(/C=N/n2c(SC)nnc2-c2ccccc2)c1O	-2.1	0.2	-5.8	3.0	-1.6	-1.0	1.4	28.4	-7.1	5.1
CCC(O)C1CCN(C(=O)c2ccc(OC3CCN(Cc4ccccn4)CC3)cc2)CC1 (stereo not drawn)	-2.4	11.5	-2.3	0.7	1.0	-3.9	-1.3	11.9	nt	18.0
CCCCN(CC)CCCNC(=O)c1cn(CC)c2ccc(S(=O)(=O)N3CCc4ccccc4C3)cc2c1=O	-2.0	0.4	-4.1	-0.2	-2.0	1.9	-5.5	21.6	-0.2	5.0
Nn1c(SCC(=O)Nc2ccc(S(N)(=O)=O)cc2)nnc1C(F)(F)F	-0.1	2.2	-1.8	-1.0	2.5	-1.2	6.4	9.6	-1.3	0.2
Cc1noc(NS(=O)(=O)c2ccc(N/C=C/C(=O)c3cccnc3)cc2)c1C	8.1	5.0	4.5	0.5	-1.0	-2.0	-0.7	-26.8	-0.4	-18.8
COc1ccc(-c2ccc(-c3nc4ccc(C)cn4c3NC3CCCCC3)cc2OC)cc1	-1.6	0.8	3.5	-1.0	-7.8	1.1	-5.3	-20.3	-2.2	16.7
CC(Oc1ccc(F)cc1)C(=O)Nc1cc(S(=O)(=O)N2CCOCC2)ccc1N1CCCC1 (stereo not drawn)	2.3	-1.3	-0.1	-0.3	2.5	-3.7	0.2	0.6	-6.7	8.4
CN1CCC(N(C)C(=O)c2cc(S(=O)(=O)N3CCOCC3)ccc2Cl)CC1	-1.7	-3.6	-3.5	0.0	4.5	0.5	2.4	15.0	nt	4.1
CCOCCCNC(=O)/C(C#N)=C/c1ccccc1F	-4.8	3.1	-1.1	1.0	0.6	-8.1	-3.0	4.9	1.4	21.5
CC1CC(=O)NC(=O)N1Cc1ccccc1 (stereo not drawn)	2.5	-0.1	-0.2	2.4	2.4	-4.1	-3.3	1.0	-1.7	-9.5
COc1ccccc1C(=O)Nc1ccc(OCC(=O)N2CCCCC2)cc1	9.5	-5.5	-3.1	-0.2	0.5	-0.9	6.1	12.6	-2.5	-23.0
